# Bioassay records (PubChem BioAssay)
# MgcRacGAP inhibition: MgcRacGAP GTPase-activating activity inhibitors, confirmation, biochemical, ADP Hunter fluorescence; MgcRacGAP-stimulated Rac1 GTP hydrolysis, ADP Hunter fluorescence; higher % means a stronger effect; GST-tagged Rac1 F28L mutant substrate; inhibition, % at 30 µM; hits with a dose series show IC50 in µM; 340,000 tested, 0.6% active; AID 624330;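 active = first-screen hits whose inhibition reached a set limit at any dose in the follow-up dose series; inconclusive = inhibition above the set first-screen limit but never retested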;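 note: fluorescence reports GDP produced by GAP-driven GTP hydrolysis; strong numbers were not always called active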
# GPR35 antagonists: GPR35 antagonists blocking zaprinast-driven arrestin recruitment, primary screen, imaging, U2OS, beta-arrestin-GFP, zaprinast agonist (AID 2058); one-dose inhibition, % at 10 µM; IC50 in µM for titrated hits; U2OS GPR35 beta-arrestin-GFP translocation imaging, zaprinast antagonism; higher % means a stronger effect; 290,000 tested, 0.052% active;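 active = inhibition of at least 50% with at least 30 cells and total cytoplasm GFP at most 10,000,000; inconclusive = under 30 cells or total GFP of 10,000,000 plus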
# LYP inhibition: inhibitors of LYP phosphatase, biochemical, fluorescence intensity, uHTS (AID 1779). 290,000 tested, 0.054% active. recombinant LYP phosphatase, fluorescence intensity; higher % means a stronger effect. inhibition, % at 11.5 µM, or IC50 in µM where a hit was titrated; in the data active = inhibition above about 50%;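 note: plate controls were vehicle with enzyme for no effect and no enzyme for full effect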
# GPR55 antagonists: inhibition of LPI-stimulated GPR55 beta-arrestin translocation – imaging, U2OS, beta-arrestin-GFP, LPI agonist, primary screen (AID 2013); inhibition, % at 10 µM, or IC50 in µM where a hit was titrated; U2OS GPR55 beta-arrestin-GFP translocation imaging, LPI antagonism; higher % means a stronger effect; 290,000 tested, 0.13% active;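 active = spots per cell inhibited over 60%, with over 100 cells counted and total cytoplasm intensity under 500,000; inconclusive = wells with under 100 cells, flagged as likely toxic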;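 note: U2OS cells stably carrying GPR55 and arrestin-GFP stimulated by 5 µM LPI near EC80; imaged beta-arrestin-GFP aggregate spots per cell after agonist stimulation; plate controls were LPI-stimulated DMSO wells for no effect and DMSO wells without LPI for full effect; some results filed as inactive read as strong as hits; confirmed hits need IC50 under 10 µM and bright autofluorescent wells are also inconclusive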
# Myeloid diff MLP: compounds promoting myeloid differentiation. 360,000 tested, 1% active. calls only at 10 µM. ER-HoxA9 myeloid progenitors, lysozyme-GFP differentiation, flow cytometry;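 active = normalized GFP-positive differentiation at or above the plate's own cutoff, the solvent-only control mean plus 3 SD; inconclusive = no clear call, values can overlap the other calls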;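 note: cells exposed to compound for four days before flow analysis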
# NTR1 agonist: agonists of NTR1, primary screen, imaging, U2OS cells, beta-arrestin-GFP, high content (AID 493036); NTR1-U2OS beta-arrestin-GFP spot imaging, agonist mode; activation, % at 20 µM; 330,000 tested, 0.17% active;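 active = activation at or above 40% of the spot to cytoplasm intensity ratio, with at least 20 cells analyzed; inconclusive = wells under 20 cells, flagged as cytotoxic or low count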;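 note: 0% = DMSO without peptide and 100% = 100 nM NTR1 peptide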
# Target sequence (P30989 whole entry, looked up): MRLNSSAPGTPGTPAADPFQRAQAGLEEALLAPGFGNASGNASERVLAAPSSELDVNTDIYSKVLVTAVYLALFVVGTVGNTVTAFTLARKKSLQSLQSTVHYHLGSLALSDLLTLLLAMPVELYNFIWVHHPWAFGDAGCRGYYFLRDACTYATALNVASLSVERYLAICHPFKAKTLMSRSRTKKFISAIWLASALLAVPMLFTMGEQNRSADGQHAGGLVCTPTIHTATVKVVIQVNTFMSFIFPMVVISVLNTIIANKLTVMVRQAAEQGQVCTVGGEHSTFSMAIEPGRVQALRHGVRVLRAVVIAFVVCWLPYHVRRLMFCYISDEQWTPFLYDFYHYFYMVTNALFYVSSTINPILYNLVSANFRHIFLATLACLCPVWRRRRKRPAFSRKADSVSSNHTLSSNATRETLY
# PhoP inhibition: inhibitors of PhoP regulon expression, primary screen, Salmonella Typhimurium, GFP reporter (AID 1863); S. Typhimurium PhoP-regulated promoter GFP reporter, 4 h; higher % means a stronger effect; inhibition, % at 50 µM; hits with a dose series show IC50 in µM; 300,000 tested, 0.16% active;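 active = inhibition over 29.93%, a cutoff 3 SD above the screen mean, later confirmed by dose response; inconclusive = inhibition over 29.93% but no dose response follow-up; inactive = inhibition at most 29.93% or unconfirmed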;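 note: 0% = low Mg2+ inducing control and 100% = high Mg2+ repressing control; strong numbers were not always called active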
# HIV peptide binding: cell-free HIV fusion peptide-binding blockers – biochemical, uHTS, fluorescence dequenching, primary screen (AID 1986); 290,000 tested, 0.3% active; inhibition, % at 20 µM; hits with a dose series show IC50 in µM; cell-free peptide binding, fluorescence dequenching, 30 min; higher % means a stronger effect; in the data active = inhibition mostly above about 52%, no sharp cut-off; inactive = mostly below about 76%; note: some results filed as inactive read as strong as hits
# SIAH1 antagonists: blockers of Siah-1 interaction with plectin peptide – biochemical, fluorescence polarization, rhodamine-plectin, uHTS, primary screen (AID 1817). one-dose displacement, % at 20 µM; IC50 in µM for titrated hits. Siah-1 / rhodamine-plectin peptide fluorescence polarization; higher % means a stronger effect. 290,000 tested, 0.02% active;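 active = displacement of at least 50% at 20 µM, with a fluorescence ratio check between 0.3 and a set limit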;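 note: plate controls were Siah plus tracer with DMSO for no effect and tracer alone without Siah for full effect; strong numbers were not always called active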
# NTR1 agonist cell count 20 µM: also measured in NTR1 agonist; calls as there; cell count; measured here: cell count, cytotoxicity flag
# Myeloid diff MLP GFP+ MAC1+ %: further read-out of Myeloid diff MLP, marked with its call; GFP+ MAC1+ double positive, %; measured here: differentiation confirmed by MAC1 staining
# * = called active by the depositor; i = inactive; ? = inconclusive; / = not tested or not shown; + = active, no number.
SMILES,MgcRacGAP inhibition,GPR35 antagonists,LYP inhibition,GPR55 antagonists,Myeloid diff MLP,Myeloid diff MLP GFP+ MAC1+ %,NTR1 agonist,NTR1 agonist cell count 20 µM,PhoP inhibition,HIV peptide binding,SIAH1 antagonists
CCOc1ccc(-n2c(SCC(=O)c3c(N)n(C)c(=O)n(C)c3=O)nnc2-c2cccnc2)cc1,13%,-11%,-8%,14%,i,0.2,2.8,45,-3%,0.3%,5%
O=C(CN1CCCC1)NN=C(c1ccccc1)c1ccccc1,2%,-3%,-2%,8%,i,1.0,-0.1,37,2%,-0.7%,2%
CCOC(=O)/C(=N\Nc1cc(Cl)ccc1Cl)N1CCN(C)CC1,4%,14%,10%,4%,i,1.3,0.2,31,-9%,-0.4%,-1%
O=C(NCCCN1CCOCC1)c1ccccc1,23%,-3%,-11%,0%,i,1.2,1.7,33,-7%,-1.3%,9%
OCCCNc1ncnc2sc(-c3ccccc3)cc12,?,1%,-3%,-4%,i,0.7,-0.5,46,6%,-2.1%,1%
Cc1c(C(=O)N/N=C/c2ccc(O)cc2)sc(=S)n1C,40%,11%,1%,13%,i,0.3,0.5,77,-4%,-1.8%,13%
O=C(CSc1ccc([N+](=O)[O-])cn1)Nc1ccc2[nH]c(=O)[nH]c2c1,3%,15%,4%,-2%,i,0.9,-0.8,47,1%,0.2%,4%
Cc1ccc(NC(=O)Nc2ccccc2)c(Br)c1,3%,0%,-8%,-6%,i,0.4,2.6,42,-6%,2.4%,-4%
Nc1nc(Nc2cccc(F)c2)nc(NCCO)c1[N+](=O)[O-],14%,4%,4%,-15%,i,0.1,-0.4,32,-7%,0.4%,2%
Cc1ccc(NC(C#N)c2ccccc2OCc2ccccc2)cc1 (centres undefined),4%,2%,-10%,10%,i,0.2,1.5,79,15%,1.2%,-4%
COc1ccc(-c2csc(NC(=O)CCN3C(=O)C4CC=CCC4C3=O)n2)cc1OC (centres undefined),10%,/,/,/,i,0.8,2.0,68,0%,/,/
Cc1ccc(Nc2nc(COC(=O)C3CC3)cs2)cc1,7%,-2%,-4%,-15%,i,1.1,0.4,70,2%,0.0%,-3%
Cc1nn(Cc2ccccc2)c2c1C(c1ccncc1)C(C#N)=C(N)O2 (centres undefined),5%,0%,-9%,3%,i,0.7,-0.8,44,3%,-1.7%,-3%
O=C(NCCNC(=O)c1ccccn1)c1ccc(-c2ccccc2)cc1,7%,1%,-10%,10%,i,0.4,-0.3,57,-3%,-0.2%,-1%
O=C(NCCN1CCN(C(=O)c2cccc(Br)c2)CC1)C(=O)NCc1ccccc1,9%,-3%,-8%,-7%,i,0.6,-0.9,62,3%,-1.1%,1%
O=C1C2CC(O)CN2C(=O)N1c1ccccc1 (centres undefined),1%,5%,-2%,-3%,i,0.0,-1.7,25,3%,1.4%,0%
COc1ccc(N(C(=O)Nc2ccc(Cl)cc2)C2=NCCC2)cc1,18%,-8%,4%,8%,i,6.9,2.7,38,-8%,-1.7%,2%
CCOc1ccc(CN2CCCC(CO)(Cc3ccc(F)cc3)C2)cc1 (centres undefined),-14%,-3%,-10%,10%,i,0.5,-0.8,71,-5%,2.4%,3%
O=C(NCCC(=O)N1CCN(c2ccccn2)CC1)c1ccc(Br)cc1,3%,/,/,/,i,0.2,2.0,72,-2%,/,/
COC(=O)c1sc(NC(=O)c2oc3ccccc3c2C)nc1C,6%,-7%,4%,12%,i,0.5,1.2,47,13%,1.0%,3%
O=C(CSC1=NCCS1)Nc1ccnc2ccccc12,-5%,6%,-2%,-7%,i,14,0.7,53,-2%,-0.7%,1%
CN(C(=O)COC(=O)c1nc(-c2ccccc2)n(-c2ccccc2)n1)C1CCS(=O)(=O)C1 (centres undefined),2%,2%,-3%,-16%,i,1.3,3.7,93,-6%,4.4%,1%
CCOC(=O)N1CCN(Cc2nc(Cc3cccc(F)c3)no2)CC1,7%,-5%,-11%,-1%,i,0.5,2.9,50,-5%,-0.5%,-6%
Cc1nnsc1-c1c(C(=O)Oc2ccccc2)c(C)nn1-c1ccccc1,/,0%,0%,8%,i,0.3,1.5,56,-3%,-0.4%,-3%
COc1ccc2cnn(CCOc3cc(C)ccc3C(C)C)c(=O)c2c1OC,-2%,6%,3%,16%,+,6.1*,9.4,75,16%,-1.2%,2%
C/C(=N\N1C(=O)c2ccccc2NC1c1ccccc1)c1ccccc1O (centres undefined),16%,1%,-3%,2%,i,0.0,-0.5,31,5%,-2.5%,6%
COc1ccc(-c2nnc(SCc3ccccc3)n2N)cc1,2%,16%,-8%,14%,i,0.9,-0.5,76,-5%,-1.5%,-2%
CC(C)=CCC(C)(C)/C=N/NC(N)=O,-6%,4%,-10%,8%,i,0.2,0.8,46,-4%,0.6%,13%
CCOc1[nH]n(-c2ccccc2)c(=O)c1C=NCc1ccncc1,13%,6%,-4%,-4%,i,0.2,-0.3,93,7%,-0.9%,8%
CCC(=O)Nc1cc(Cl)ccc1C(=O)O,10%,18%,-6%,4%,i,1.3,-0.9,83,-10%,-0.2%,0%
Cc1nc(N2CCCCC2)c2ccsc2n1,31%,4%,-2%,-5%,i,2.2,1.0,80,-20%,-1.6%,4%
OCCC1CN(Cc2c(O)ccc3ccccc23)CCN1CCc1ccccc1 (centres undefined),14%,-22%,1%,9%,i,0.1,4.0,57,20%,-2.6%,0%
CCN(CCNC(=O)c1cccc(N2CCCC2=O)c1)c1ccccc1,3%,-7%,-4%,0%,i,1.2,-0.2,62,11%,-0.3%,3%
CC(NC(=O)c1ccc(N2CCCC2=O)cc1)c1ccccc1 (centres undefined),5%,0%,-5%,4%,i,6.8,0.4,76,4%,0.7%,0%
CCC(Sc1nc2ccccc2c(=O)[nH]1)C(=O)Nc1ccc(C(C)=O)cc1 (centres undefined),3%,8%,-7%,7%,i,0.5,0.8,23,-2%,4.7%,-2%
Cc1onc(-c2c(F)cccc2Cl)c1C(=O)NCc1cccs1,6%,3%,-8%,13%,i,5.4,-0.2,74,-4%,1.0%,3%
Cc1ccoc1C(=O)N1CCCC(CCC(=O)N2CCN(c3ccccn3)CC2)C1 (centres undefined),4%,-22%,0%,6%,i,0.5,-0.3,47,-1%,0.0%,0%
O=C(Nc1cnn(Cc2c(Cl)cccc2Cl)c1)c1ccc([N+](=O)[O-])cc1,6%,2%,-4%,-10%,i,0.9,2.8,63,20%,-2.7%,8%
Cc1nc2cc(NC(=O)c3ccc(N4C(=O)CCC4=O)cc3)ccc2s1,3%,-2%,-6%,0%,i,0.1,-1.0,41,3%,0.8%,7%
COCCN(C(=O)CSc1nnc(C)n1-c1ccccc1)c1c(N)n(Cc2ccccc2)c(=O)[nH]c1=O,9%,-7%,-1%,-3%,i,0.4,0.3,49,13%,-2.5%,-5%
Cc1cc2n(n1)C(c1ccc(N(C)C)cc1)Nc1ccccc1-2 (centres undefined),7%,0%,-10%,21%,i,1.0,6.6,79,-3%,-2.1%,0%
Cc1cccc(C)c1NC(=O)CN(C)c1ccc(C(F)(F)F)cn1,-13%,1%,-14%,3%,i,0.4,4.0,77,-9%,-0.2%,-4%
Cc1cccc(OCC(=O)Nc2cc(C)ccc2O)c1,14%,4%,-6%,-6%,/,/,-0.9,46,5%,-0.8%,3%
Cc1ccc2oc(C(=O)N3CCCCCC3)c(C)c2c1,3%,15%,-1%,23%,i,0.6,2.2,77,-4%,-1.2%,-6%
CCOC(=O)CN(Cc1ccc(OC)c(OC)c1)S(=O)(=O)c1ccc(OC)cc1,12%,-2%,-10%,-4%,i,4.4,0.9,55,0%,-1.2%,0%
Cc1ccccc1OCC(=O)OCC(=O)Nc1ccc(N2CCOCC2)cc1,9%,-3%,-3%,-15%,i,0.4,-0.3,57,5%,-0.9%,-5%
CCc1ccc(OCC(=O)N(C)C2CCS(=O)(=O)C2)cc1 (centres undefined),-2%,0%,4%,-10%,i,3.6,-0.2,49,-5%,-1.5%,-4%
O=C(CC12CC3CC(CC(C3)C1)C2)NC(=S)NCc1ccccc1,7%,-5%,3%,53%,i,0.3,14,29,13%,2.5%,5%
Cc1cc(C)c(-n2nnnc2SCC(=O)c2cc3ccccc3o2)c(C)c1,/,5%,-2%,8%,i,0.9,2.9,62,-1%,-0.2%,-10%
O=c1cc(-c2ccccc2)nc(SCc2ccc(Cl)cc2)[nH]1,9%,15%,-6%,10%,i,1.0,0.2,31,-1%,-2.4%,2%
# New compounds follow:
SMILES,MgcRacGAP inhibition,GPR35 antagonists,LYP inhibition,GPR55 antagonists,Myeloid diff MLP,Myeloid diff MLP GFP+ MAC1+ %,NTR1 agonist,NTR1 agonist cell count 20 µM,PhoP inhibition,HIV peptide binding,SIAH1 antagonists
CC(C)Oc1ccc(N2CC(C(=O)Nc3ccccn3)CC2=O)cc1 (centres undefined),3%,-3%,-8%,-5%,i,0.2,-0.3,29,/,1.1%,10%
CCCCCn1c(=O)[nH]c2cc(C(=O)N3CCN(Cc4ccc5c(c4)OCO5)CC3)ccc2c1=O,0%,-9%,1%,-13%,i,0.2,9.6,85,4%,-1.9%,-2%
Cc1ccc2cc(CN(Cc3ccco3)C(=O)c3ccco3)c3nnnn3c2c1,-1%,8%,-9%,9%,/,/,1.4,60,8%,0.7%,0%
COC(=O)[C@H](C)NC(=O)Nc1ccc(OC(F)(F)F)cc1,12%,18%,-6%,-6%,i,1.1,0.0,33,6%,0.3%,2%
c1ccc(Cn2nnnc2C(c2cccs2)N2CCSCC2)cc1 (centres undefined),3%,4%,0%,1%,i,5.9,2.0,36,-12%,2.0%,-1%
O=C(NO)c1ccc(C(=O)N(C2CCCCC2)C2CCCCC2)cc1,-1%,-2%,-7%,-4%,i,2.0,2.5,78,19%,0.3%,1%
CCCN1CCC(N2CCN(c3ccc([N+](=O)[O-])cc3)CC2)CC1,30%,-2%,-1%,-9%,i,0.1,-0.7,57,1%,2.1%,12%
